Bioassay records deposited in PubChem by National Center for Advancing Translational Sciences (NCATS).
EPAC1 antagonist – EPAC1 (human) antagonism. EPAC1 GEF assay, Rap1b-BODIPY-GDP exchange fluorescence. Potency, µM (top dose mostly 115 µM), without a hit: at the highest dose activity change, negative = inhibition, actives largely listed as inhibitors. 360,000 compounds, 0.14% hits. AID 720709;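 also: plate controls were vehicle for no effect and positive control for full effect; nearly all actives have a fitted effect of over 50% in size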
PTHR1 agonist – PTHR1 (human) receptor agonism; AID 743266; Q03431; HEK293 GP2 PTHR1 cells, GloSensor cAMP luminescence, 1 h; 410,000 compounds, 0.075% hits; Potency, µM (doses to about 115 µM), for inactives: at the top dose activation, most hits filed as activators; also: nearly all actives have a fitted effect of over 55% in size; some results filed as inactive show a strong effect at the top dose; inactives centre near -15; many of its hits are not listed in these tables
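HEK-293-derived GP2 cells expressing PTHR1 and a GloSensor cAMP reporter, 3,000/well, plated overnight, given luciferin plus IBMX (each 0.5 mM as added) for 1 h at 37 °C, then compound for 1 h at 37 °C. Luminescence was read after 15 min at room temperature.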
aSyn yeast inh – inhibitors of alpha-synuclein toxicity in yeast. Yeast expressing alpha-synuclein, growth rescue, BacTiter-Glo, 24 h. Potency, µM (series often up to 46.1 µM), inactives show at the top dose growth rescue (activation), actives largely listed as activators. 370,000 compounds, 0.14% hits. AID 652106; also: % of control where 0% means no effect; nearly all actives have a fitted effect of over 65% in size
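Readout is rescue of growth in alpha-synuclein-expressing yeast, so inhibitors of toxicity appear as activators. Growth after 24 hr at 30 deg C in galactose medium is quantified by luminescence.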
EPAC1 ag – activates human EPAC1 exchange factor; EPAC1 agonist qHTS, biochemical assay; response scale: 100% = response to 6.5 mM cAMP; AID 720707; Potency, µM (highest dose often 154 µM), for inactives: at the highest dose activation, most hits filed as activators; O95398; 360,000 compounds, 0.073% hits; also: nearly all actives have a fitted effect of over 60% in size
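Read-out is the fluorescence drop as BODIPY-GDP leaves Rap1B (480 nm excitation, 540 nm emission), recorded every 5 minutes over 30 minutes. Reactions held 100 nM EPAC1, 250 nM Rap1B–BODIPY-GDP and 50 uM GDP, with 6.5 mM cAMP setting full activation.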
EPAC2 antagonist – EPAC2 (human) antagonism | Q8WZA2 | EPAC2 GEF exchange of Rap1B-BODIPY-GDP, fluorescence | Potency, µM (titrated, usually from 114 µM), for inactives: at the top dose activity, negative = inhibition, actives largely listed as inhibitors | 360,000 compounds, 0.18% hits | AID 720708; also: % is scaled to controls: 0 for no effect and ±100 for the full control effect; nearly all actives have a fitted effect of over 45% in size; many of its hits are not listed in these tables
Target sequence (Q8WZA2 whole entry, looked up): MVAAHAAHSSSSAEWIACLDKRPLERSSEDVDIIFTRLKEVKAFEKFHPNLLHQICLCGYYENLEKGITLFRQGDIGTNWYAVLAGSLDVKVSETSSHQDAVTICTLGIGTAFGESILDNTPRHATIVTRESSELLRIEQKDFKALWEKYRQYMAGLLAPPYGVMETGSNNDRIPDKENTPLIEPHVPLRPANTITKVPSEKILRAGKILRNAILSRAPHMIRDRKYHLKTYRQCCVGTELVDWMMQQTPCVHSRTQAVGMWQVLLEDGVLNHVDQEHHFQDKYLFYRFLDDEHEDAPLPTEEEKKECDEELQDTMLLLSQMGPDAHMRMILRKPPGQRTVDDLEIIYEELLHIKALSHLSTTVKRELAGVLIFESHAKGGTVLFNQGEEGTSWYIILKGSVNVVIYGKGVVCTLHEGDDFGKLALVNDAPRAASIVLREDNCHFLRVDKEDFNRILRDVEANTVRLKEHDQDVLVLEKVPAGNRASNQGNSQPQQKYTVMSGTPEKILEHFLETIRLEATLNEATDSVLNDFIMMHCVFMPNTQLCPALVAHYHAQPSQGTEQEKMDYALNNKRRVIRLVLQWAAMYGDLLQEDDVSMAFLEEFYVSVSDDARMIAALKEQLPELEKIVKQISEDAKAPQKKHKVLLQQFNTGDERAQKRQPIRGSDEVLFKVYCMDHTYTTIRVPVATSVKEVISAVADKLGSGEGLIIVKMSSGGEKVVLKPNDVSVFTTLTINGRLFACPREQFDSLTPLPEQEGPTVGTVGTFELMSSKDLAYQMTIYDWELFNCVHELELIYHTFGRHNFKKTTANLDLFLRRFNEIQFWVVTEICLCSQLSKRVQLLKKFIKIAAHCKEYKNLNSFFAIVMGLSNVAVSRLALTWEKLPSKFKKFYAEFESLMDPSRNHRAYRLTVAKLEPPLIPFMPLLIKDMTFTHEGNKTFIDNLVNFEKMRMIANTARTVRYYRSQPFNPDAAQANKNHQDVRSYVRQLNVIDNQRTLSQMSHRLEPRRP
FUS suppressor – FUS proteinopathy suppression in yeast. S. cerevisiae FUS-expressing, growth rescue, OD600, 24 h. Potency, µM (doses to about 76.6 µM), for the others: top-dose growth rescue (activation), actives largely listed as activators. 390,000 compounds, 0.24% hits. AID 1347120;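 also: plate controls were DMSO vehicle for no effect and reference control for full effect; nearly all actives have a fitted effect of over 55% in size; some results filed as inactive show a strong effect at the top dose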
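Restored growth of FUS-toxic S. cerevisiae, read as 600 nm absorbance after 24 h at 30C in galactose medium (starting OD 0.005). Controls CP55940 and DMSO.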
EPAC2 agonist – activates human EPAC2 exchange factor; EPAC2 activation, biochemical qHTS; response scale: 100% = 6.5 mM cAMP response; Potency, µM (top dose mostly 154 µM), for inactives: at the top dose activation, hits mostly activators; 360,000 compounds, 0.079% hits; AID 720711; also: nearly all actives have a fitted effect of over 50% in size
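Guanine nucleotide exchange by EPAC2 is measured as reduced fluorescence of BODIPY-GDP once it is released from 250 nM Rap1B. Plates are read kinetically for 30 min at room temperature; results are scaled to 6.5 mM cAMP.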
TDP-43 yeast inh – inhibitors of TDP-43 toxicity in yeast; TDP-43 expressing yeast growth rescue, BacTiter-Glo, 24 h; Potency, µM (highest dose often 46.1 µM), without a hit: at the highest dose growth rescue (activation), hits mostly activators; 410,000 compounds, 1.8% hits; AID 652104; also: % of control where 0% means no effect; nearly all actives have a fitted effect of over 50% in size
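Luminescence from BacTiter-Glo reports growth of TDP-43-expressing yeast after 24 hr at 30 deg C with compound. Cells were raffinose-pregrown to mid-log, then seeded in galactose medium at OD600=0.02.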
Active calls of the source: *; i = inactive; ? = inconclusive; . = not tested or not shown; & = joins results of further samples; [ ] = dose if it differs, or a comment. Calls follow the shape of the dose curve; as a rule, active = well fitted curve in the direction sought with a large enough effect; inconclusive = small, poorly fitted or top-dose-only effect, or another doubt; inactive = no such curve, though single readings can be large; an effect the other way counts as inactive or inconclusive. Potency is read from the fitted curve at half-maximal effect. An excerpt, so the mix of outcomes need not match the whole.

SMILES | EPAC1 antagonist | PTHR1 agonist | aSyn yeast inh | EPAC1 ag | EPAC2 antagonist | FUS suppressor | EPAC2 agonist | TDP-43 yeast inh
C[C@H](CO)N1C[C@H](C)[C@@H](CN(C)Cc2ccccc2C(=O)O)OCc2cnnn2CCCC1=O | 8% | -17% | -3% | 9% | 9% | -29% | 7% | 9%
O=C(CSc1nnc(NCc2ccccc2)s1)c1ccco1 | -4% | -23%[57.5 µM] | 9% | 8% | 4% | -19% | 18% | 7%
Cn1c(N)cc(=O)n(C)c1=S | -11% | -19% | -8% | 1% | 3% | 2% | 15% | 24%
O=C(COC(=O)COc1ccc2c(c1)CCC2)Nc1ccccc1C(F)(F)F | 1% | -2% | 6% | -10% | 4% | . | -8% | -23%
COC(=O)/C=C/C(=O)Nc1cccc(C(F)(F)F)c1 | -14% | -12% | -3% | 0% | 3% | 10% | -5% | 3%
C[C@@H]1[C@H](O)C[C@@]23COC(=O)C2=CCCC3[C@@]1(C)CCC1COC(=O)C1 (some centres not stated) | -6% | -21% | 0% | 3% | -7% | -30% | 6% | 13%
Cc1cc(C)nc(SCCn2c(N3CCOCC3)nc3c2c(=O)[nH]c(=O)n3C)n1 | -6% | -48%[inhibitor] | -6% | -12% | 17% | -31% | 9% | 17%
COc1ccc(-c2nc3cc(NC(=O)Cc4ccc(OC)c(OC)c4)ccc3o2)cc1 | -1% | -25% | 0% | 4% | 13% | ? | 4% | -3%
CC(=O)Nc1ccc(NC(=O)COC(=O)CCCc2c[nH]c3ccccc23)cc1 | -4% | i | -3% | -38% | -5% | 18% | 1% | 9%
O=C(C1CCC1)N1CCc2cc(S(=O)(=O)NC3CCCC3)ccc21 | 12% | -15%[57.5 µM] | 1% | -3% | 1% | -6% | -3% | 8%
CCOC(=O)c1cc2c(nc1NC(=S)Nc1ccccc1)CC(C)(C)OC2 | -6% | -43% | -7% | 4% | 6% | . | 2% | -19%
COC(=O)c1ccc(NC(=O)CSc2nnnn2C2CCCCC2)cc1 | 0% | -20% | 3% | 3% | 0% | -2% | 5% | 7%
CN(CCC#N)C(=O)COC(=O)c1ccc(CNS(=O)(=O)c2ccc(F)c(Cl)c2)cc1 | -7% | i | 1% | 2% | 4% | -34% | -6% | 13%
N#CC(=C(O)COC(=O)c1ccc2c(c1)OCCO2)c1nc2ccccc2[nH]1 | -15% | i | 0% | -3% | -13% | 39% | -4% | 0%
CNC(=O)NC(=O)CSc1cccc(C(F)(F)F)c1 | -5% | -14%[57.5 µM] | -3% | 2% | -1% | -6% | 5% | 11%
Cc1cccc(-n2c(=O)[nH]c3c(C(N)=O)nc(CC(C)C)nc32)c1 | -13% | -10%[57.5 µM] | 0% | 16% | -7% | 0% | -1%[15.6 µM] | -20%
CN(C)S(=O)(=O)c1ccc2oc(SCC(=O)c3c(N)n(C4CC4)c(=O)[nH]c3=O)nc2c1 | -19% | -36%[inhibitor] | -7% | -4% | 20% | -15% | 5% | 12%
Cc1cccc(-c2noc(CN(C(=O)c3c(-c4ccccc4Cl)noc3C)C(C)C)n2)c1 | -25% | i | 7% | -15% | -12% | ? | 7% | ?
CCOc1ccc(N(CC(=O)NC2CCCCCC2)S(=O)(=O)c2ccccc2)cc1 | -1% | -25% | -7% | 6% | 13% | 6% | -8% | 12%
Cc1cc(N2CCOCC2)n2ncc(-c3ccc(Cl)cc3)c2n1 | -7% | -26% | -1% | -15% | 0% | 1% | 3% | 18%
Cc1cccc(-n2c(O)c(C=Nc3cc(O)ccc3C)c3ccccc3c2=O)n1 | 4% | -27% | -19% | -4% | 20% | 25% | -3% | -26%
COCCCNC(=O)CCC(=O)NNc1nc2ccccc2c2nc(C)nn12 | -2% | -37%[inhibitor] | 1% | -2% | 5%[57.1 µM] | -21%&-33% | 12% | 3%&8%
CCOC(=O)C(Cc1ccc(NC(=O)/C(=C\c2ccccc2)NC(=O)c2ccccc2)cc1)N1C(=O)c2ccccc2C1=O (configuration not stated) | 9% | i | 11% | -14% | 2% | . | ? | -9%
O=C(/C=C/c1ccc(Br)cc1)NC(=O)c1ccccc1O | -28% | -46%[inhibitor] | -1% | -3% | -1% | 18% | -5% | 20%
CC12CCC(C(=O)Nc3cccc(Cl)c3Cl)([C@H](Br)C1=O)C2(C)C (some centres not stated) | 4% | i | 2% | -6% | 3% | -12% | 0% | -5%
CCOC(=O)C1=C(CN2CCCCC2)NC(=O)NC1c1cc(C)ccc1C (configuration not stated) | -3% | -11% | ? | 5% | 0% | -10%&4% | 11% | -9%&-17%
O=C(NC(=O)c1c(F)cccc1F)O/N=C1\CCCc2occc21 | -16% | -66%[inhibitor] | -5% | 8% | 0% | -14% | 5% | 4%
COc1ccccc1N(CC(=O)NCCSCc1cccc(C)c1)S(=O)(=O)c1ccccc1 | 0% | -40%[inhibitor] | 13% | 3% | -1% | 34% | 5% | 4%
Cc1cc(=O)oc(C)c1C(=O)NCc1ccccn1 | 11% | -17%[57.5 µM] | -1% | 1% | 6% | 7% | 2% | -3%
C=CCNC(=O)CCCOc1ccc(C)cc1 | 4% | -18% | -3% | -5% | 4% | 6% | -4% | -3%
CC1CCCCC12NC(=O)N(CC(=O)N1CCN(c3ncccn3)CC1)C2=O (configuration not stated) | -19% | ? | -10% | 0% | -3% | -7% | 14% | -1%
Cc1oc(C)c(S(=O)(=O)NCc2cccs2)c1C(=O)O | -15% | i | -5% | 7% | 23% | -1% | 17% | -4%
COc1ccccc1Cc1c(-c2ccccc2)nc2c(C)cc(Br)cn12 | 0% | i | ? | 14% | -33% | 34% | 7% | ?
COCCNC(=O)c1cc2c(=O)n3cccc(C)c3nc2n(Cc2ccncc2)c1=N | 0% | -6%[57.5 µM] | -1% | 0% | 12% | 14% | 0% | ?
O=C(NC1CCCCC1)C(=S)NCc1ccccc1 | 0% | i | -6% | -5% | -1% | 11% | 2% | ?
Cc1ccccc1OCc1nnc(SCC(=O)NCc2ccco2)n1C | -11% | 2% | -3% | 4% | 3% | 14% | 11% | 12%
CC12CCC3C(CCC4N(CCO)CCC34C)C1CCC2O (configuration not stated) | 4% | i | -11% | -2% | 9% | -21% | 10% | 7%
O=C(Nc1ncc([N+](=O)[O-])s1)c1cccc([N+](=O)[O-])c1 | 9% | -56%[inhibitor] | -71%[inhibitor] | -3% | -25% | -24% | 10% | -93%[inhibitor]
COc1ccc(-c2sc3ccc(N4CCOCC4)cc3c2C#CCO)cc1 | -7% | -58%[inhibitor] | -10% | -5% | -10% | 25% | 8% | 14µM*
CCOc1ccc(NC(=O)CN(C)C(=O)c2ccc(N3CCOCC3)c([N+](=O)[O-])c2)cc1OCC | -6% | i | -1% | 1% | 0% | 29% | 3% | 8%
Cc1ccc(Nc2nc(CSc3nnc(-c4ccncc4)n3C)cs2)cc1 | 11% | -29% | 12% | 5% | 0% | 23% | -2% | 5%
CC(Oc1ccccc1)c1ccn[nH]1 (configuration not stated) | 2% | i | 0% | 19% | -2% | 21% | 9% | 4%[9.22 µM]
C=CCOc1ccc(/C=C/C(=O)OCC(=O)NCc2cccs2)cc1 | 13% | -26% | 9% | 0% | 2% | -4% | -2% | ?
C/C(=N\NC(=O)Cc1ccc(O)cc1)c1cccnc1 | 4% | i | -6% | -3% | 17% | -1% | 4% | -7%
Cc1cccc(C)c1NC(=S)N/N=C/c1ccc(C(=O)O)cc1 | 1% | -8% | -3% | 2% | 7% | 4% | 4% | -16%
CC(C)NC(=O)CCCC(=O)NC(C)C | -2% | -24% | 0% | -8% | 1% | . | -11% | 20%
COc1cccc(NC(=O)C2C(c3ccccc3)C2(Cl)Cl)c1 (configuration not stated) | ? | -59%[inhibitor] | -22% | 9% | 3% | 21% | 17% | ?
CCOC(=O)c1ccc(NC(=O)CCOc2ccc(OC)cc2)cc1 | 6% | -25% | . | 3% | 5% | 7% | -1% | ?
O=C(CCc1ccccc1)OCC(=O)c1ccc(Br)cc1 | ? | ? | -6% | -3% | -32% | -7% | 3% | 28%
C=CCN1c2ccccc2C(=O)CS1(=O)=O | 9% | -3% | 10% | 2% | -3% | 17% | 11% | -1%
O=C(CNC(=S)NC(=O)c1ccccc1Br)c1ccccc1 | -22% | -16% | -9% | 11% | -5% | 21% | 14% | -17%
CCCCN1C(N)=NC[C@@H]1Cc1ccccc1 | -3% | 16% | -11% | -15% | -4% | -26% | -2% | 1%
O=C(NCC1CCCC(CNC(=O)N2CCc3ccccc32)C1)N1CCc2ccccc21 (configuration not stated) | -5% | i | 16% | 6% | 6% | 16% | -1% | ?
Fc1ccccc1Nc1ncnc2c1nnn2Cc1ccccc1 | 2% | i | 0% | 1% | -7% | -36% | 9% | 11µM*
CCc1nc2oc3ccccc3c(=O)c2c(=O)n1Cc1ccc(OC)cc1 | -15% | 8% | -2% | 6% | -14% | 78% | 12% | -13%
C=CCOc1cccc(C(=O)N2CCCC(CNS(=O)(=O)c3cccs3)C2)c1 (configuration not stated) | ? | -90%[inhibitor] | -3% | 7% | -2% | 0% | 5% | 2%
CCn1c(Cc2ccccc2)nnc1SCC(=O)Nc1cc(C)on1 | -1% | -11%[57.5 µM] | -2% | 6% | -5% | 11% | 0% | -5%
COc1cc(C(=O)Nc2nc(-c3ccc(C)cc3)cs2)ccc1OCC(=O)N1CCOCC1 | -6% | -36%[inhibitor] | -1% | 3% | -10%[57.1 µM] | 9% | 13% | 2%
O=C(CCC(=O)NNC(=O)COc1ccc(Br)cc1Br)NCc1ccccc1 | -13% | i | 2% | -3% | 3% | -6% | 1% | 10%
COc1cc(OC)c(NC(=O)c2ccc(Br)o2)cc1Cl | 0% | -37%[inhibitor][57.5 µM] | -17% | 8% | -11% | -7% | 19% | ?
CCCNC(=O)C1(C)CCN(C(=O)c2c(Cl)cccc2Cl)C1 (configuration not stated) | -9% | i | 5% | 15% | -2% | -31% | 14% | 9%
